RECQ1 helicase: RECQ1 (human) helicase inhibition; P46063; RECQ1 DNA unwinding, red fluorescence kinetic read; Potency, µM (top dose mostly 57.3 µM), inactives show at the highest dose activity, negative = inhibition, most hits filed as inhibitors; actives 0.54% (n = 240,000);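 further: plate controls were vehicle for no effect and no enzyme for full effect; nearly all actives have a fitted effect of over 30% in size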
Target sequence (P46063 whole entry, looked up): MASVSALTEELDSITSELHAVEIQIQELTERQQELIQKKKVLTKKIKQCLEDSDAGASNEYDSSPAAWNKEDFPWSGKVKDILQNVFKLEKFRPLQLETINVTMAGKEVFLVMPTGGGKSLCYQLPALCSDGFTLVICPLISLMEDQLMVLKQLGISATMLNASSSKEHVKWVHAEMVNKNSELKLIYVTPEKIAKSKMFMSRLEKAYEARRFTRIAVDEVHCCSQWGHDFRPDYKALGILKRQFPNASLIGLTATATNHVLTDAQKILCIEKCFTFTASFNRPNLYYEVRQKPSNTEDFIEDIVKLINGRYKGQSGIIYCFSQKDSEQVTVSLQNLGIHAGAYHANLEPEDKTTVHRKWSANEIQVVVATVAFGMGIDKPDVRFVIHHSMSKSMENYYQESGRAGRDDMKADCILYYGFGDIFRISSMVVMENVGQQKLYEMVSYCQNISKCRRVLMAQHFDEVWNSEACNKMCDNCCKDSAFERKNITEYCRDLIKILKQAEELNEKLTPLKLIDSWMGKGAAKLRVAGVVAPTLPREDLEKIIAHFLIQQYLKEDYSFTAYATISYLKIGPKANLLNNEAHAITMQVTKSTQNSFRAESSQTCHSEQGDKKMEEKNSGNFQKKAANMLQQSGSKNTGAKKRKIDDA
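50 nM RECQ1T1 preincubated 15 min with compound in Tris pH 8.0 buffer with MgCl2, DTT, Tween-20 and 2.5 ug/ml poly(dI-dC); started with 200 nM TAMRA/BHQ-2 forked duplex and 2 mM ATP. Unwinding read as fluorescence (525/598 nm), two reads 2 h apart.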
LMNA splice mod: LMNA splicing modulation | HeLa LMNA splicing GFP/RFP minigene ratio, 48 h | actives 0.01% (n = 200,000) | Potency, µM (top dose mostly 46.1 µM), without a hit: top-dose ratio change, negative = inhibition, hits mostly inhibitors; active means well fitted inhibition curve with a large enough effect in the signal ratio, with a control signal flat, not every such curve was filed as active; inconclusive means small, poorly fitted or top-dose-only effect, or effect the other way, or a change in a side signal; the % refers to the signal ratio; further: on the % scale 0 is the no-effect control and ±100 the full control effect
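S3 HeLa stable clones carrying a lamin A-EGFP splicing minigene plus DsRed2 were seeded at 600 cells/well in Opti-MEM with 2% FBS, pin-dosed and incubated 48 h at 37°C. Acumen cytometry (488 nm) gave the GFP/RFP total-intensity ratio.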
Tau fibril ThT: tau fibrillization inhibition (ThT binding); P10636; recombinant tau K18 P301L, heparin-induced fibrillization, ThT fluorescence; Potency, µM (highest dose often 57.4 µM), inactives show top-dose activity, negative = inhibition, most hits filed as inhibitors; AID 1460; actives 2.1% (n = 270,000); further: on the % scale 0 is the no-effect control and ±100 the full control effect; nearly all actives have a fitted effect of over 55% in size
Target sequence (P10636 561-689 P618L limits assumed): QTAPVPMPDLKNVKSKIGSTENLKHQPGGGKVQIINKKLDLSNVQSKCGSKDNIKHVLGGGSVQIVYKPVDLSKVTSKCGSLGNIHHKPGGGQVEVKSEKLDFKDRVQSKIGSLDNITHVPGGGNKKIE
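Using a mix of unlabeled (15 uM) and Alexa 594-labeled (0.24 uM) tau K18 P301L, heparin-triggered fibrillization over 6 hr at 37 C was scored by ThT fluorescence.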
ALDH1A1 block: ALDH1A1 (human) enzyme inhibition; P00352; Potency, µM (series often up to 75.3 µM), for inactives: at the highest dose activity, negative = inhibition, actives largely listed as inhibitors; Purified ALDH1A1, NADH fluorescence, propionaldehyde substrate; actives 7.3% (n = 220,000); active means well fitted inhibition curve with a large enough effect, not every such curve was filed as active; inconclusive means small, poorly fitted or top-dose-only effect, or another doubt; inactive means no such curve, though single readings can be large or run the other way;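 further: plate controls were no enzyme wells and a reference inhibitor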
Luc counter: blocks Kinase-Glo luciferase, a counter-screen artifact. Q27757. Kinase-Glo luciferase, ATP luminescence, 8 min. Potency, µM (titrated, usually from 38.3 µM), for inactives: at the highest dose activity change, negative = inhibition, actives largely listed as inhibitors. actives 0.28% (n = 200,000); further: on the % scale 0 is the no-effect control and ±100 the full control effect; nearly all actives have a fitted effect of over 60% in size
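Substrate mix (final 50 mM imidazole pH 7.2, 50 mM KCl, 7 mM MgCl2, 10 uM ATP, 0.01% Tween 20, 0.05% BSA) plus pin-tool compound, then Kinase-Glo detection mix; 8 min ambient, luminescence read.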
SMN2 splice enh: SMN2 splice variant enhancement | HEK293 SMN2-luciferase splicing reporter, luminescence, 30-36 h | Potency, µM (titrated, usually from 46.1 µM), inactives show top-dose activity change, positive = activation, actives largely listed as activators | actives 2.8% (n = 210,000) | AID 1458; further: % of control where 0% means no effect; nearly all actives have a fitted effect of over 55% in size
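qHTS luciferase splicing reporter: luminescence rises when SMN2 exon 7 is included in transfected HEK293 cells. Compound exposure lasted 30-36 h at 37C, with 4.5 mM final sodium butyrate as control, followed by a ONE-Glo read.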
L3MBTL1 block: blocks human L3MBTL1; AlphaScreen L3MBTL1–H3K9me1 peptide binding; Potency, µM (series often up to 57.1 µM), inactives show at the highest dose activity, negative = inhibition, actives largely listed as inhibitors; actives 0.66% (n = 230,000); AID 485360; further: on the % scale 0 is the no-effect control and ±100 the full control effect; nearly all actives have a fitted effect of over 60% in size
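Displacement of a biotinylated histone H3(1-15) peptide monomethylated at Lys9 (75 nM) from L3MBTL1 (50 nM) was measured by AlphaScreen after a 30 min room-temperature compound incubation; cefsulodin titration served as intraplate control.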
KDM4E inh: JMJD2E (human) inhibition; B2RXH2; JMJD2E catalytic domain, FDH-coupled NADH fluorescence (FDH is formaldehyde dehydrogenase); Potency, µM (doses to about 57.1 µM), for inactives: at the top dose activity change, negative = inhibition, most hits filed as inhibitors; actives 1.6% (n = 230,000); AID 2147; active means well fitted inhibition curve with a large enough effect, not every such curve was filed as active; inconclusive means small, poorly fitted or top-dose-only effect, or another doubt; inactive means no such curve, though single readings can be large or run the other way;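 further: 0% = wells with enzyme and -100% = buffer wells without enzyme; nearly all actives have a fitted effect of over 50% in size; many of its hits are not listed in these tables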
Numbers without * were called inactive; i = inactive; ? = inconclusive; nt = not tested or not shown; & = joins results of further samples; [ ] = dose if it differs, or a comment. Unless noted, the call rests on the fitted dose curve; in most records, active means well fitted curve in the direction sought with a large enough effect; inconclusive means small, poorly fitted or top-dose-only effect, or another doubt; inactive means no such curve, though single readings can be large; an effect the other way counts as inactive or inconclusive. Potency means the concentration at half of the fitted maximal effect. This is a subset (hit frequency here may not be typical).

SMILES | RECQ1 helicase | LMNA splice mod | Tau fibril ThT | ALDH1A1 block | Luc counter | SMN2 splice enh | L3MBTL1 block | KDM4E inh
COc1ccc(/C=C/C2=CC(C)(C)NC(=S)N2)cc1OC | i | -0.3%[9.22 µM] | ? | 7.94µM* | -0.6% | -12.1% | nt | -6.5%
C=CCNC(=O)/C(=C/c1ccccc1OCC)NC(=O)c1ccccc1 | -7.7% | -10.2% | -7.6% | 6.8% | 0.7% | -7.7% | 12.8% | 4.8%
COc1c(Cl)ccc(Cl)c1C(=O)NC(=O)N1CCOCC1 | -16.0% | 6.7% | -7.4% | 6.9% | -2.0% | -7.1% | 5.1% | -2.3%
CCOC(=O)N1N=C(C)CC1(O)c1ccc(Cl)cc1 (stereo not given) | -22.5% | ? | -4.2% | 5.8% | 7.5% | 0.4% | -18.5% | 6.7%
O=C(Nc1cccnc1)c1cc(-c2cccs2)on1 | -1.2% | 1.3% | -7.5% | -4.4% | -10.0% | -11.9% | 3.1% | -0.1%
CCOC(=O)c1nnc(-c2ccc(C)cc2)nc1Sc1ccc(Cl)cc1 | 6.2% | 4.8% | -0.9% | 2.6% | -2.0% | -3.9% | nt | 6.7%
COCCNC(=O)C1CCC(=O)N(c2ccc(OC)cc2)C1c1ccc(OC)c(OC)c1 (stereo not given) | i | 3.4% | -9.7% | -1.7% | -0.1% | -10.0% | nt | 0.9%
Cc1ccc(CNC(=O)c2ccccc2-n2cnnn2)cc1 | -5.0% | nt | -8.6% | -5.8% | nt | nt | 1.5% | 4.6%
Cc1ccc(N(CC(=O)Nc2cc(Cl)ccc2Oc2ccccc2)S(C)(=O)=O)cc1C | -22.7% | ? | -5.7% | -0.1% | -0.2% | 4.0% | nt | -10.3%
COc1ccc(S(=O)(=O)NCCSCc2ccco2)cc1OC | ? | -10.1% | ? | ? | -5.8% | -3.7% | nt | 8.4%
COc1ccc(/C=N\NC(=O)C2COc3ccccc3O2)cc1O (stereo not given) | -14.8% | nt | ? | nt | nt | nt | 8.3% | -19.5%
CCOc1ccc(N(C(C)C(=O)N/N=C(\C)C(C)(C)C)S(C)(=O)=O)cc1 (stereo not given) | -7.0% | 1.8% | -3.6% | 0.9% | 0.9% | 0.7% | 0.3% | 12.5%
CC1Cc2ccccc2N1C(=O)CN(C)S(=O)(=O)c1cccc2cccnc12 (stereo not given) | -6.6% | -3.8% | -8.9% | -11.0% | -1.1% | -9.9% | nt | -6.1%
COc1ccc(/C(O)=C2/C(=O)C(=O)N(CCN(C)C)C2c2cccnc2)cc1C (stereo not given) | -4.4% | -8.0%[46 µM] | -10.0% | 5.3% | 0.8% | nt | 10.7% | -17.4%
O=C(N=Nc1c(O)[nH]c2ccc(Cl)cc12)c1cc(-c2cccs2)nc2ccccc12 | i | 1.3% | -11.4% | 10.6% | -1.7% | 0.0% | 5.4% | 8.7%
OB(O)c1ccc(Br)cc1 | -6.4% | nt | -0.6% | 2.7% | -4.0% | -2.4% | nt | 3.1%
COC(=O)N1CN(C(=O)OC)CN(C(=O)OC)C1 | i | 4.7% | -10.4% | 4.1% | 1.0% | -3.3% | 5.7% | 6.2%
COc1ccc(S(=O)(=O)Nc2cccc(C)n2)c2ccccc12 | 9.7% | -1.6% | -10.0% | ? | 6.3% | 5.0% | -5.4% | -22.2%
CC1(C)CC(=O)c2cc(OCC(=O)NCCN3CCCc4ccccc43)ccc2O1 | i | 5.4% | -10.5% | ? | 5.0% | -4.5% | -2.8% | ?
CC(C)(C)C(=O)Nc1ccc(F)cc1[N+](=O)[O-] | -6.5% | nt | -3.0% | nt | nt | nt | 6.9% | -1.4%
O=C(c1ccco1)N1CCN(C(=O)C2CCCO2)CC1 (stereo not given) | -7.3% | -1.1% | -6.2% | 1.0% | 7.9% | -22.7% | 11.3% | 1.0%
COc1ccccc1CNC(=O)CCn1c(=O)sc2ccccc21 | i | -0.7% | -8.0% | -3.2% | 1.6% | 7.1% | -4.3% | 6.3%
COCCCn1cc(C(=O)c2cc(OC)ccc2OCC(=O)N2CCCCC2C)cc(C#N)c1=O (stereo not given) | -12.6% | -3.5%[46 µM] | -9.7% | -7.5% | 0.8% | 2.3% | 0.2% | -8.5%
O=C1CC(c2ccc(OCCCCCOc3ccc(C4CC(=O)NC4=O)cc3)cc2)C(=O)N1 (stereo not given) | -27.5% | ? | ? | -8.8% | 1.1% | nt | -6.6% | -8.5%
Oc1ccc(NC(=S)Nc2ccccc2)cc1 | -3.7% | ? | -12.7%&0.6% | -9.0% | -4.0% | 0.5% | 3.0%&-5.0% | 3.9%&-4.9%

Part of the list above with just Luc counter, RECQ1 helicase and LMNA splice mod:
SMILES	Luc counter	RECQ1 helicase	LMNA splice mod
Cc1ccc(CNC(=O)c2ccccc2-n2cnnn2)cc1	nt	-5.0%	nt
COc1ccccc1CNC(=O)CCn1c(=O)sc2ccccc21	1.6%	i	-0.7%
COCCNC(=O)C1CCC(=O)N(c2ccc(OC)cc2)C1c1ccc(OC)c(OC)c1 (stereo not given)	-0.1%	i	3.4%
COc1c(Cl)ccc(Cl)c1C(=O)NC(=O)N1CCOCC1	-2.0%	-16.0%	6.7%

Among those listed so far, these have a furan ring, fused or not.
SMILES | RECQ1 helicase | LMNA splice mod | Tau fibril ThT | ALDH1A1 block | Luc counter | SMN2 splice enh | L3MBTL1 block | KDM4E inh
COc1ccc(S(=O)(=O)NCCSCc2ccco2)cc1OC | ? | -10.1% | ? | ? | -5.8% | -3.7% | nt | 8.4%
O=C(c1ccco1)N1CCN(C(=O)C2CCCO2)CC1 (stereo not given) | -7.3% | -1.1% | -6.2% | 1.0% | 7.9% | -22.7% | 11.3% | 1.0%

Next part.
SMILES | RECQ1 helicase | LMNA splice mod | Tau fibril ThT | ALDH1A1 block | Luc counter | SMN2 splice enh | L3MBTL1 block | KDM4E inh
COc1ccccc1NC(=O)NCC(=O)Nc1ccc(F)c(F)c1 | i | -3.0% | -14.2% | -0.8% | -2.7% | nt | nt | 0.8%
Cc1nc(S/C(=C/c2ccc(-c3ccc(Cl)cc3)o2)C(=O)O)n[nH]1 | -2.3% | -1.1% | 2µM* | -2.6% | -0.1% | -36.4%[inhibitor] | nt | -15.1%
CN(C)CC(=O)Nc1ccc(Oc2ccc(Cl)cc2)cc1 | i | -18.2%[46 µM] | -7.9% | ? | -1.9% | -14.4% | ? | -8.7%
O=C(c1ccccc1-c1nc2ccccc2[nH]1)N1CCOCC1 | -5.1% | -9.4% | 0.3% | 11.4% | -1.1% | 20.9% | nt | -11.0%
Cn1cnnc1SCC(=O)Nc1ncc(C(F)(F)F)cc1Cl | -1.1% | -10.7%[46 µM] | -5.4% | -5.7% | -0.9% | 11.5% | 4.4% | -11.3%
Cc1nn(C)c(Cl)c1/C=C/C(=O)O | i | nt | 2.8% | -0.6% | -0.2% | 9.6% | 49.8%[activator] | 4.4%
CC(=O)NC(=S)Nc1ccc(NC(=O)COc2ccc(Cl)cc2Cl)cc1 | -8.5% | 2.7% | -7.1% | 0.7% | -3.2% | -12.7% | 50.7%[activator] | -0.7%
O=C(/C=N/O)NCCN1CCCCC1 | -2.0% | 11.5% | -10.9% | 11.5% | -1.0% | 21.3% | -4.5% | 2.0%
O=c1oc2ccccc2c(Nc2ccccc2O)c1[N+](=O)[O-] | i | ? | ? | 3.4% | -0.8% | nt | -3.3% | -17.2%
Cc1ccc(C)c2[nH]c(=O)c(CN(CCN3CCOCC3)Cc3nnnn3CC3CCCO3)cc12 (stereo not given) | -6.2% | 3.0% | -6.0% | ? | 5.6% | -1.3% | -0.2% | ?
O=C(c1cccc(NS(=O)(=O)c2ccc(F)c(F)c2)c1)N1CCN(Cc2ccccc2)CC1 | -4.7% | ? | 5.6% | ? | -2.6% | -10.2% | -0.4% | -0.4%
Cc1cc(NC(=O)c2ccc(Cl)cc2Cl)n(CCC#N)n1 | i | 9.0%[46 µM] | -3.3% | -1.2% | 0.7% | 16.2% | nt | 4.6%
FC(F)Sc1ccc(-n2cc(-c3ccccc3)[n+]3c2CCC3)cc1 | -3.6% | ? | 13.2% | -0.4% | 1.0% | -52.6%[inhibitor] | 8.2% | 0.9%
CSc1ccccc1NC(=O)Nc1cccc(F)c1 | -5.0% | nt | ? | -2.0% | nt | nt | 1.0% | -3.9%
Cc1ccc(CN(c2ccc(C(=O)NCC3CCCO3)cc2)S(C)(=O)=O)cc1 (stereo not given) | i | nt | 8.5% | -0.6% | -0.6% | -10.8% | -3.9% | -2.0%
CC(=O)Oc1ccc(-c2csc(Nc3ccc(S(N)(=O)=O)cc3)n2)cc1 | -2.1% | nt | 0.4% | -11.2% | -2.8% | nt | -3.8% | ?
COc1ccc(OC)c(C2CC(c3ccccc3)=NN2C(=S)Nc2ccccc2)c1 (stereo not given) | -0.4% | nt | -0.7% | nt | nt | nt | -7.4% | 3.1%
Cc1nc2ccccc2nc1CSc1nncs1 | -1.9% | ? | -11.0% | ? | -0.4% | -6.7% | -0.2% | 4.6%
COc1ccc(C2C(C(=O)OCC(=O)Nc3ccc(C)cc3)CCC(=O)N2c2ccc(OC)cc2)cc1 (stereo not given) | 0.2% | 6.7% | -22.1% | ? | 0.0% | 4.6% | nt | -0.8%
O=C(COc1ccc(Cl)cc1)N1CCN(S(=O)(=O)c2ccc(Cl)cc2)CC1 | i | ? | -1.0% | 6.8% | -0.6% | -1.1% | nt | -1.3%
O=C(CSc1ncn[nH]1)N1CCN(c2nnc(-c3ccccc3)c3ccccc23)CC1 | -3.7% | -0.9% | -7.0% | 25.3% | 4.9% | -23.9% | 1.6% | 12.3%
O=C(CN1CCCC1)Nc1ccc(NC(=O)Nc2ccccc2)cc1 | -21.0% | 2.5% | 2.7% | 7.3% | 1.3% | nt | 0.6% | -0.3%

Screening results from PubChem BioAssay.
